# Compound activity: PubChem BioAssay, National Center for Advancing Translational Sciences (NCATS)
# ALOX12 inh = Primary qHTS assay for inhibitors of human arachidonate 12S-lipoxygenase (ALOX12): Round 2; Polyunsaturated fatty acid lipoxygenase ALOX12 (Homo sapiens), P18054; purified 12hLO, xylenol orange hydroperoxide absorbance; Potency, µM (titrated, usually from 108 µM), inactives show at the top dose activity change, negative = inhibition, actives largely listed as inhibitors; actives 1.1% (n = 580,000); AID 1671190, 2021; further: potency means the concentration at half of the fitted maximal effect
#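 Purified human 12hLO at 150 nM in 25 mM Hepes, 0.01% Triton X-100, pH 7.0, preincubated 15 min at room temperature with compound. Reaction started with 40 uM arachidonic acid, 30 min at room temperature. Hydroperoxide measured by Fe-xylenol orange, 573/405 nm absorbance ratio.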
# POLH inh = qHTS for Inhibitors of Polymerase Eta; DNA polymerase eta (Homo sapiens), Q9Y253; Potency, µM (top dose mostly 114 µM), inactives show at the top dose activity change, negative = inhibition, hits mostly inhibitors; actives 1.2% (n = 390,000); recombinant Pol eta, fluorescent DNA replication assay; further: potency means the concentration at half of the fitted maximal effect
# Target sequence (Q9Y253 whole entry, looked up): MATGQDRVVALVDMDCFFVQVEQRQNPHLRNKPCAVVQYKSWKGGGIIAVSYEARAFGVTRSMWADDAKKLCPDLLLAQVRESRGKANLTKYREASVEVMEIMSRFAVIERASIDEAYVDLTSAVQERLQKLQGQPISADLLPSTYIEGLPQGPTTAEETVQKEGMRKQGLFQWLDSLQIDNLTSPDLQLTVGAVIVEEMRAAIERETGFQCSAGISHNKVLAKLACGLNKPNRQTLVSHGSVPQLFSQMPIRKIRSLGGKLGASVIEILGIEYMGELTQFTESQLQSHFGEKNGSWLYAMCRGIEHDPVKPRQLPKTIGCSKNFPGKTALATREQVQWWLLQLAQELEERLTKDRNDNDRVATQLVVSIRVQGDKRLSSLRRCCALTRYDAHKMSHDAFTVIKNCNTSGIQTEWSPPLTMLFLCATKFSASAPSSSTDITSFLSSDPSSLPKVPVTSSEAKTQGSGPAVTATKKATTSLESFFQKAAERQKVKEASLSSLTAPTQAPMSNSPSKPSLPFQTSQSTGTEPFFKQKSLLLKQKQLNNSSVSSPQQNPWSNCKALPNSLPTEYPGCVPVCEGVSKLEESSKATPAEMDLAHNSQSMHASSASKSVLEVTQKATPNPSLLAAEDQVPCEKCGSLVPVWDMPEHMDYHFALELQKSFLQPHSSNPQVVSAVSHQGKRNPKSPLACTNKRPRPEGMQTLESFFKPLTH
#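 Pol eta (10 nM) was preincubated with compounds for 15 min at room temperature, after which fluorescent replication substrate (50 nM final) was added to start the reaction. Fluorescence was read kinetically at 0 and 10 min.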
# LDHA inh = qHTS assay for inhibitors of human lactate dehydrogenase; actives 0.15% (n = 480,000); activity change, % (values are at about 110 or 230 µM); L-lactate dehydrogenase A chain (Homo sapiens), P00338; purified LDHA, NADH/diaphorase-resazurin fluorescence; active compounds read low; in the data active means activity change below about -30%; inconclusive means mostly about -25% to -30%;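 further: plate controls were DMSO wells for no effect and wells without enzyme for full effect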
#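 Human LDH5 at 2 nM final in Tris HCl pH 7.4 with 0.06 mM NADH and 0.2 mM pyruvate, reacted 5 minutes at room temperature. Remaining NADH coupled via diaphorase/resazurin; resorufin fluorescence read at 0 and 20 minutes, normalized to enzyme-free and DMSO wells.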
# An asterisk follows results filed as active; u = inconclusive. Unless noted, the call rests on the fitted dose curve; in most records, active means well fitted inhibition curve with a large enough effect; inconclusive means small, poorly fitted or top-dose-only effect, or another doubt; inactive means no such curve, though single readings can be large or run the other way. Unless noted, on the % scale 0 is the no-effect control and ±100 the full control effect.
SMILES,ALOX12 inh,POLH inh,LDHA inh
CC1(C)CC(Cc2ccc(C(=O)c3ccccc3)cc2)N(C(=O)OC(C)(C)C)N1 (stereo unspecified),7.9%,-9.7%,-2.0
Cc1cccc(C)c1NC(=O)CN(C)C(=O)c1ccc(OCc2ccccc2)cc1,16.3%,-7.0%,-1.9
C[C@H](CO)N1C[C@H](C)[C@@H](CN(C)S(=O)(=O)c2ccc(Oc3ccccc3)cc2)OCc2cn(nn2)CCCC1=O,-8.8%,-14.3%,-0.6
CCC(=O)N(C)C[C@H]1Oc2ncc(C#Cc3ccncc3)cc2C(=O)N([C@@H](C)CO)C[C@@H]1C,1.6%,0.6%,2.7
O=C(c1ncn2c1c(=O)[nH]c1ccccc12)N1CCc2ccccc2C1,-1.1%,-7.1%,-0.4
COc1ccccc1-c1cc2nc(-c3ccccc3)cc(N3CCN(C(=O)c4ccoc4)CC3)n2n1,u,-14.3%,-6.2
C[C@@H]1CN([C@@H](C)CO)S(=O)(=O)c2ccc(Br)cc2O[C@@H]1CN(C)Cc1ccccn1,26.1%,-3.6%,-3.2
C[C@@H]1CN([C@@H](C)CO)C(=O)c2cc(NC(=O)C3CCCCC3)ccc2O[C@@H](C)CCCCO[C@H]1CN(C)S(=O)(=O)c1ccc(Cl)cc1,u,-8.5%,-2.9
C[C@H](CO)N1C[C@H](C)[C@H](CN(C)S(=O)(=O)c2ccc(Cl)cc2)OCc2cnnn2CCCC1=O,0.5%,-3.2%,0.4
Cc1ccc(-c2ccc(CN3C(C(C)C)C(=O)N(Cc4cn(CCC5OCCCO5)nn4)CCS3(=O)=O)cc2)cc1 (stereo unspecified),2.1%,-6.8%,2.2
Cc1ccc2c(c1)CO[C@@]21O[C@H](CCO)C[C@H](O)[C@H]1O,3.8%,-11.4%,-0.7
CC(=O)N1c2ccc(S(=O)(=O)NCCC(=O)Nc3ccc(Cl)cc3)cc2CC1C (stereo unspecified),-2.8%,1.3%,-3.5
O=C1NC(Cc2ccccc2)c2nc3ccccc3c(=O)n2-c2ncccc21 (stereo unspecified),-20.7%,-2.7%,-1.1
COc1cc(C(=O)N2CC(=O)Nc3ccccc32)cc(OC)c1OC,-12.3%,-14.7%,-5.6
Cc1sc2ncnc(SCC(=O)NC3CCS(=O)(=O)C3)c2c1C (stereo unspecified),3.6%,-0.8%,-1.9
C[C@H]1CCCCO[C@H](CN(C)C(=O)Nc2ccc(F)cc2)[C@@H](C)CN([C@@H](C)CO)C(=O)c2cc(NC(=O)Nc3ccc4c(c3)OCO4)ccc2O1,u,-19.8%,12.9
Cc1cccc(NC(=O)CSCC(=O)Nc2ccccc2C(=O)N2CCCCC2)c1,16.2%,-7.6%,-6.2
CNC(=O)c1ccc2cc(OC)c(OC)cc2c1,6.6%,-10.4%,1.6
COc1ccc(C(CNC(=O)c2ccc(OCc3csc(C)n3)cc2)N2CCCC2)cc1 (stereo unspecified),-3.7%,-20.9%,-0.9
O=C(O)C1C(c2ccccc2)=C1c1ccc(Br)cc1 (stereo unspecified),10.6%,0.1%,-0.4

# Profiles from above. Values in the order: ALOX12 inh | POLH inh | LDHA inh
# O=C(O)C1C(c2ccccc2)=C1c1ccc(Br)cc1 (stereo unspecified) is listed with 10.6% | 0.1% | -0.4
# C[C@H](CO)N1C[C@H](C)[C@H](CN(C)S(=O)(=O)c2ccc(Cl)cc2)OCc2cnnn2CCCC1=O is listed with 0.5% | -3.2% | 0.4
# CCC(=O)N(C)C[C@H]1Oc2ncc(C#Cc3ccncc3)cc2C(=O)N([C@@H](C)CO)C[C@@H]1C is listed with 1.6% | 0.6% | 2.7
# C[C@H]1CCCCO[C@H](CN(C)C(=O)Nc2ccc(F)cc2)[C@@H](C)CN([C@@H](C)CO)C(=O)c2cc(NC(=O)Nc3ccc4c(c3)OCO4)ccc2O1 is listed with u | -19.8% | 12.9
# Cc1sc2ncnc(SCC(=O)NC3CCS(=O)(=O)C3)c2c1C (stereo unspecified) is listed with 3.6% | -0.8% | -1.9

# The listing continues.
SMILES,ALOX12 inh,POLH inh,LDHA inh
Cc1ccc(NC(=O)c2nc[nH]c2C(=O)N(C)CCO)cc1,0.5%,-5.2%,-11.1
CC(=O)Nc1ccc(S(=O)(=O)N(C)CC(=O)OC(C)C(=O)NC2(C#N)CCCCC2)cc1 (stereo unspecified),11.3%,-14.7%,-2.5
CCCCCC(=O)N1C[C@H](O)[C@@H](n2cc(COC(=O)c3ccccc3)nn2)C[C@@H]1c1ccc(OC)cc1,-6.4%,-25.7%,1.1
O=C1NC(Cc2ccc(O)cc2)c2nc3ccc(Br)cc3c(=O)n2-c2ncccc21 (stereo unspecified),6.1%,-2.4%,0.9
COc1cc(-c2nnc(NC(=O)CS(=O)(=O)c3ccc(Cl)cc3)o2)cc(OC)c1OC,10.1%,3.9%,1.5
COc1ncnc2c1ncn2CCCNCCN1CCOCC1,-42.6%,-14.1%,-0.8
CCN(CC)C(=O)C1=C(C)N(Cc2ccccc2)C(=O)C(CC(=O)NCc2ccco2)C1 (stereo unspecified),15.2%,-9.2%,-0.6
NNC(=O)c1nc2ccccc2s1,4.1%,-11.5%,-9.4
Cc1cn([C@H]2C[C@H](O)[C@@H](CNCc3cnc(N4CCOCC4)nc3)O2)c(=O)[nH]c1=O,3.5%,-1.6%,-1.6
COc1cc(C(=O)N2CCN(c3cccc(Cl)c3)CC2)ccc1OCC(=O)N1CCOCC1,5.3%,0.1%,-2.1
CN(C1=NS(=O)(=O)c2ccccc21)c1ccc(OC(=O)c2ccccc2F)cc1,-8.1%,-7.5%,2.8
COc1ccccc1CNC(=O)C[C@@H]1C[C@H]2c3cc(NC(=O)c4ccc5c(c4)OCO5)ccc3O[C@H]2[C@@H](CO)O1,16.5%,-13.8%,4.5
CNS(=O)(=O)c1ccc(CNC[C@H]2O[C@@H](n3cc(C)c(=O)[nH]c3=O)C[C@@H]2O)cc1,-0.1%,-14.7%,-7.1
C[C@@H]1CCCCO[C@H](CN(C)C(=O)Cc2ccccc2)[C@@H](C)CN([C@H](C)CO)C(=O)c2cc(NC(=O)Nc3ccccc3)ccc2O1,-39.5%,-5.9%,2.4
C[C@@H]1CCCCO[C@H](CN(C)Cc2ccc(Cl)c(Cl)c2)[C@@H](C)CN([C@H](C)CO)C(=O)c2cc(N(C)C)ccc2O1,-9.0%,-26.1%,-0.9
CCC(CC)c1nnc(NC(=O)CSCc2c(C)noc2C)s1,-27.7%,-5.9%,0.2
O=C1C(=Cc2ccccn2)CCc2ccccc21,u,-2.5%,-0.1
CC(Oc1ccc(Br)cc1)C(=O)N(Cc1ccccc1)c1c(N)n(Cc2ccccc2)c(=O)[nH]c1=O (stereo unspecified),-28.3%,-5.0%,-11.8
O=C(NCCc1ccc(Cl)cc1)c1cc(S(=O)(=O)N2CCCC2)ccc1F,1.5%,1.3%,-3.2
C[C@@H]1CN([C@@H](C)CO)C(=O)CCCn2nncc2CO[C@@H]1CN(C)S(=O)(=O)c1ccc(Oc2ccccc2)nc1,u,1.2%,-0.9

# Given bar-delimited: part of the list above.
mol | ALOX12 inh | POLH inh | LDHA inh
CCC(CC)c1nnc(NC(=O)CSCc2c(C)noc2C)s1 | -27.7% | -5.9% | 0.2
O=C1C(=Cc2ccccn2)CCc2ccccc21 | u | -2.5% | -0.1

# Going on with the list:
SMILES,ALOX12 inh,POLH inh,LDHA inh
Cc1cccc(NC(=O)COC(=O)c2nn(-c3ccccc3C(F)(F)F)cc2O)c1C,-18.4%,-9.4%,-11.3
O=C(C[C@H]1C[C@@H]2c3cc(NC(=O)C4CCC4)ccc3O[C@@H]2[C@H](CO)O1)NC1CCCCC1,-1.9%,-14.2%,-12.1
O=C1CC[C@@H](C(=O)N2CSC[C@@H]2C(=O)Nc2cccc(C(F)(F)F)c2)N1,-29.1%,-5.7%,1.0
COc1ccccc1-c1ccccc1C1=CC(=O)CC(C)(C)C1=O,-7.1%,-6.8%,-1.5
Cc1ccc(S(=O)(=O)N2CCN(C(=O)c3ccc(-n4cncn4)c([N+](=O)[O-])c3)CC2)c(C)c1,-20.5%,-17.4%,-1.3
COc1ccc(/C=C(/NC(=O)c2ccco2)C(=O)NCc2ccco2)cc1,-16.8%,-19.1%,-9.3
CCCNC(=O)N(C)C[C@@H]1Oc2cc(Br)ccc2S(=O)(=O)N([C@@H](C)CO)C[C@H]1C,-2.1%,7.3%,-5.9
Cc1cccc(NC(=O)CSc2nc3ccccc3c(=O)n2C)c1C,u,-3.5%,-7.1
O=c1cc(CO)[nH]nc1CO,22.2%,-5.7%,-0.8
C[C@@H]1CCCCO[C@@H](CN(C)C(=O)c2ccncc2)[C@@H](C)CN([C@H](C)CO)C(=O)c2cc(NC(=O)Cc3ccccc3)ccc2O1,-50.9%,-7.0%,-0.2
CCCNC(=O)CSc1ccc(S(=O)(=O)N(C)C2CCCCC2)cn1,-9.7%,-6.1%,-6.5
CC(C)C1C(=O)N(Cc2cn(CCC3OCCO3)nn2)CCS(=O)(=O)N1Cc1ccc(-c2ccc(Cl)cc2)cc1 (stereo unspecified),-1.8%,-7.2%,-4.4
CCN(CC)C(=O)C1=C(C)N(CCCN2CCCC2=O)C(=O)C(CC(=O)NCc2cccc3ccccc23)C1 (stereo unspecified),0.0%,-3.6%,-5.0
Cc1ccccc1C(=O)NCC(=O)OCC(=O)NNC(=O)c1ccccc1F,9.0%,-8.7%,2.9
COc1ccc(C(O)c2cnc(C)n2Cc2ccccc2)cc1 (stereo unspecified),-64.0%,-4.6%,0.2
Cc1cccc(NC(=O)c2nc[nH]c2C(=O)NC[C@@H](C)O)c1,11.4%,-19.7%,0.9
CCCc1nn2c(-c3ccccc3)nnc2o1,1.0%,-1.3%,0.2
COc1ccc(S(=O)(=O)N2CCOCC2)cc1NC(=O)c1ccc(SC)cc1OC,-3.8%,-5.1%,0.3
COc1ccc(Cc2nc3ccc(C(=O)N4CCC(C(N)=O)CC4)cc3o2)cc1,4.1%,-7.8%,-11.2
C[C@H](CO)N1C[C@H](C)[C@@H](CN(C)C(=O)C2CCCCC2)OCc2cnnn2CCCC1=O,6.5%,0.2%,-0.1
O=C1c2[nH]c3ccccc3c2CC1N1C(=O)c2ccccc2C1=O (stereo unspecified),-4.7%,-19.7%,-4.8
CCN(CC)S(=O)(=O)c1cccc(NC(=O)COC(=O)c2[nH]c(C)c(C(C)=O)c2C)c1,u,-17.7%,-4.5
COc1ccc(CN2C(=O)C(CC(=O)NCCCCc3ccccc3)CC(C(=O)N(C(C)C)C(C)C)=C2C)cc1 (stereo unspecified),u,-15.5%,4.5
COc1ccc(NC(=S)Nc2ccc(S(=O)(=O)N3CCCCC3)cc2)cc1,u,-5.8%,0.0
CC(C)C1C(=O)N(Cc2cn(Cc3ccco3)nn2)CCS(=O)(=O)N1Cc1ccc(-c2ccc(Cl)cc2)cc1 (stereo unspecified),u,-9.3%,-1.0
CCCN(C)C[C@@H]1OCc2cnnn2CCCC(=O)N([C@H](C)CO)C[C@H]1C,-3.4%,-7.2%,-2.0
Cc1ccc(-c2cc(C(=O)NCC3(N(C)C)CCCCC3)c3ccccc3n2)o1,-29.9%,0.7%,-8.0
Cc1ccccc1S(=O)Cc1ccc(C(=O)N2CCN(C3CCCCC3)CC2)o1 (stereo unspecified),14.1%,1.3%,-3.7

# Some of the compounds tested. The share of hits here may be higher or lower than overall.
